FBW7 activator: activators of human E3 ligase FBW7 | normalized activity (activation), % at 26.1 µM | Q969H0 | AID 1259310 | AlphaScreen FBW7–phospho-cyclin E peptide binding, activator screen | 650,000 tested, 0.13% active; in the data active means normalized activity above about 1.9%;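 further: purified mutant Fbw7 with reduced substrate affinity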
GPR151 ag: activates the human receptor GPR151. Q8TDV0. PathHunter beta-arrestin GPR151 cells, luminescence. activation, % at 11.2 µM. 650,000 tested, 1% active. AID 1508602; in the data active means activation above about 4.9%;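 further: 0% = median of compound wells and 100% = cells with positive control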
Target sequence (Q8TDV0 whole entry, looked up): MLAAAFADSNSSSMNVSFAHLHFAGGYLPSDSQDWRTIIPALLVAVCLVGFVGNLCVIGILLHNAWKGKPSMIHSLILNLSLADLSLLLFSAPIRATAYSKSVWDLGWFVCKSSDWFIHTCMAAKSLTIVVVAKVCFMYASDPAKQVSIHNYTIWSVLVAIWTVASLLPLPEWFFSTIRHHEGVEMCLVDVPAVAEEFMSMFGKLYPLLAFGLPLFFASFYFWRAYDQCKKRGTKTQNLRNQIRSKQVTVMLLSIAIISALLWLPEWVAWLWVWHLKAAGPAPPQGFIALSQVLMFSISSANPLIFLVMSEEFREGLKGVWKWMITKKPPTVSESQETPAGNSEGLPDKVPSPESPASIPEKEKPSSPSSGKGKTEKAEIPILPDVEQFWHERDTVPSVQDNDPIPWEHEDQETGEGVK
TEAD-YAP block: TEAD-YAP interaction inhibition; 640,000 tested, 1.4% active; inhibition, % at 9.12 µM; HEK-TIYL cells, TEAD-Gal4/YAP UAS-luciferase luminescence; in the data active means inhibition above about 32%;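 further: 0% = median of test compound wells and 100% = reference inhibitor wells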
MITF inh: inhibitors of human MITF; 650,000 tested, 0.91% active; inhibition, % at 2.6 µM; O75030; AlphaScreen MITF homodimerization, bead proximity signal; in the data active means inhibition above about 50%;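 further: 0% = vehicle wells with protein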
Target sequence (O75030 whole entry, looked up): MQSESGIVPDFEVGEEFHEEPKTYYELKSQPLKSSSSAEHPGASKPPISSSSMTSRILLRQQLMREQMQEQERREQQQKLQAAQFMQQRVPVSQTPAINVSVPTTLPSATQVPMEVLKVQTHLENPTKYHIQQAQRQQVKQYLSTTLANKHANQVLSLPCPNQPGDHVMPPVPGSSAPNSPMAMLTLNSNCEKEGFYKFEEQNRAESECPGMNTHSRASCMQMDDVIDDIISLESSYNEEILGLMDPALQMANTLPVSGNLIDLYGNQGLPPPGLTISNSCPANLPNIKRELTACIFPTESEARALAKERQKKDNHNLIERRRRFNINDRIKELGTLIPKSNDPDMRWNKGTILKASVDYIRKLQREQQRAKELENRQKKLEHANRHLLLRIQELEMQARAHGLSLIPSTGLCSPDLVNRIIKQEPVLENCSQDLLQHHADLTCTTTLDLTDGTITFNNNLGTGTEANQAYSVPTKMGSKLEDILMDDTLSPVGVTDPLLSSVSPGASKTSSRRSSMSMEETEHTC
Numbers without * were called inactive.

SMILES	FBW7 activator	GPR151 ag	TEAD-YAP block	MITF inh
CCN(C(=O)COC(=O)c1cccc(C)c1[N+](=O)[O-])C1CCS(=O)(=O)C1 (stereo not drawn)	0.2	-0.9	10.0	9.7
COc1ccc(CC(=O)NC(Cc2ccc(OC)c(OC)c2)C(=O)O)cc1OC (stereo not drawn)	0.8	1.5	10.6	13.4
N#CC1=C(N)SC2C(=O)N(c3ccc4ccccc4c3)C(=O)C2C1c1ccco1 (stereo not drawn)	0.1	0.0	-3.1	3.6
COCC(=O)NC(CC(C)C)c1nnc2n1CCN(Cc1ccc3ncccc3c1)CC2 (stereo not drawn)	0.0	0.3	8.0	2.7
Cc1cccc(OCCC(=O)NCC2(N3CCOCC3)CCCCC2)c1	0.0	-0.9	1.7	-4.6
Nc1c(N(CCCO)C(=O)C2CCCC2)c(=O)[nH]c(=O)n1Cc1ccccc1	-0.1	0.2	2.4	8.2
COc1cc(Nc2ncnc3nc(N4CCc5ccccc5C4)[nH]c23)cc(OC)c1OC	-0.1	0.7	6.2	12.4
CCOC(=O)C1=C(C)N=c2s/c(=C\c3ccncc3)c(=O)n2C1c1ccc(OC)cc1 (stereo not drawn)	0.0	-0.9	30.9	6.1
COc1ccc(CCNC(=O)CC(C)=O)cc1OC	-0.1	2.6	2.5	1.0
Cc1ccc(S(=O)(=O)N(c2cccc([N+](=O)[O-])c2)C(F)F)cc1	-0.1	2.3	3.5	3.0

One compound at a time (already shown). Order of values: FBW7 activator	GPR151 ag	TEAD-YAP block	MITF inh
Listed for CCN(C(=O)COC(=O)c1cccc(C)c1[N+](=O)[O-])C1CCS(=O)(=O)C1 (stereo not drawn) = 0.2	-0.9	10.0	9.7
Listed for CCOC(=O)C1=C(C)N=c2s/c(=C\c3ccncc3)c(=O)n2C1c1ccc(OC)cc1 (stereo not drawn) = 0.0	-0.9	30.9	6.1

The results go on.
SMILES	FBW7 activator	GPR151 ag	TEAD-YAP block	MITF inh
O=C(Cc1ccccc1)NC(CCC(=O)OCc1ccccc1)C(=O)NCCO (stereo not drawn)	-0.1	1.0	6.2	-8.2
COC(=O)Cc1c(C(=O)OC)sc2nc(CCl)[nH]c(=O)c12	-0.2	0.6	-2.5	3.0
CC(C)C(=O)N=c1sc2cc(Cl)ccc2n1C	0.8	-2.1	-27.1	6.8
O=C(CCC1(Cc2ccco2)CCC(=O)N1)NCc1cccc(F)c1F (stereo not drawn)	0.0	2.0	-15.7	5.3
CC1(C)CC(=O)C=C(NCCCc2[nH]nc(N)c2C#N)C1	0.6	0.5	3.3	9.1
COc1cc(N=Cc2nc(-c3ccccc3Br)oc2O)c(C(=O)O)cc1OC	0.0	0.0	3.8	2.6
Cc1cc2c3c(c1)C1(C(=O)N3C(C)(C)CC2C)C(C#N)=C(N)Oc2n[nH]c(C)c21 (stereo not drawn)	0.1	0.2	11.6	23.9
Cc1cnc(Nc2ccc(N3CCOCC3)cc2)nc1NCc1ccccc1	-0.1	0.9	37.0*	30.3
COc1cccc(CNCCO)c1OCc1ccccc1Cl	-0.2	-1.7	-4.0	1.9
CCOc1cccc(C=C2C(=O)NC(=S)NC2=O)c1OC	-0.2	1.5	-3.5	4.7
Cc1cc([N+](=O)[O-])ccc1NS(C)(=O)=O	1.3	0.1	15.1	14.4
COc1ccc(-c2nc(NCc3cccc(C(F)(F)F)c3)c3ncn(C4CCCCC4)c3n2)cn1	0.0	1.2	-8.9	-2.8
COC(=O)c1ccc(OCC(=O)Nc2nc(-c3ccc(Br)cc3)cs2)cc1	0.1	0.3	-23.4	3.5
Cc1cc(C)cc(Nc2nc(Cc3ccccc3)nc3sc(C)c(C)c23)c1	0.2	-0.2	11.0	15.4
Cc1nc(-c2ccc(NS(=O)(=O)c3ccccc3)cc2)cs1	-0.2	-0.7	-5.9	-1.6
CCC(/C=N/NS(=O)(=O)c1ccccc1)CC	0.8	-0.5	-2.9	6.2
COc1cccc2cc(-c3nnc(SCC(=O)Nc4cccc(F)c4)n3C)oc12	0.2	0.0	5.2	17.6
N#CCSc1nc2cc(C(=O)NCc3cccc(Cl)c3)ccc2c(=O)n1CCc1ccccc1	0.0	-0.3	0.1	8.5
CCC(C)NC(=O)CSc1nc2n[nH]c(C)c2c(=N)n1-c1ccccc1Cl (stereo not drawn)	-0.1	1.0	-1.3	-2.1
Cc1nc(NC(=O)c2ccccc2)sc1C(=O)N1CCCCC1	0.0	-3.2	-28.0	6.5
CS(=O)(=O)N1CCN(C(=O)C(Sc2ccccc2)c2ccccc2)CC1 (stereo not drawn)	0.8	0.0	-6.3	17.7
O=C(c1ccc(Cl)cc1)N1CCCc2ccccc21	-0.1	1.0	8.8	3.6
Cc1ccc2c(c1)-c1c(cnn1CC(=O)Nc1cc(-c3cccc(F)c3)no1)CO2	0.0	0.7	-0.9	3.6
O=C1CCC(CCNCc2cccc(F)c2)N1Cc1cccs1 (stereo not drawn)	-0.1	-1.5	7.9	-11.0
Cc1ccc(N2CCN(S(=O)(=O)N3CCCCC3)CC2)cc1Cl	-0.1	3.7	4.9	1.8
O=C1NC2=C(C(=O)N(CCC3=CCCCC3)C2)C(c2ccc(Cl)cc2)N1 (stereo not drawn)	-0.1	-1.1	-11.8	-8.6
COc1ccc(NC(=O)NS(=O)(=O)c2ccc(C)cc2)c(OC)c1	0.0	0.1	-9.2	8.3
Clc1cnc(Cl)c(Cl)c1	-0.1	-0.4	-2.1	0.7
COc1ccc(-c2nc(Nc3cccc4ccccc34)sc2-c2ccccc2)cc1	0.1	1.7	2.8	15.3
c1ccc(N2CCN(Cc3nnnn3CC3CCCO3)CC2)cc1 (stereo not drawn)	-0.3	-0.3	5.9	40.8
Cc1cc(N2CCCC(O)C2)n2nc(C)c(-c3cccs3)c2n1 (stereo not drawn)	-0.1	4.1	-30.2	0.8
C/C(=N\NC(=O)c1cccc([N+](=O)[O-])c1)c1cccc(Br)c1	-0.1	-0.9	-2.4	-18.7
CCCNC(=O)C/C(C)=N/NC(=O)c1ccc(O)cc1O	-0.2	-0.9	26.1	13.2
CCCc1ccc(OCC(=O)Nc2ccccc2F)cc1	0.1	0.3	-54.5	11.8
CN(C)c1ccc(C(=S)N2CCNCC2)cc1	-0.1	-1.0	4.8	-23.9
O=C(CN1c2cccc3cccc(c23)S1(=O)=O)N1CCCCCC1	-0.1	0.9	-0.5	2.6
COc1ccc(Br)cc1/C=C1\N=C(c2ccc([N+](=O)[O-])cc2)OC1=O	0.2	-1.1	-12.2	-2.1
Cc1cccn2c(=O)c(/C=C(\C#N)C(N)=O)c(Oc3ccccc3)nc12	0.1	-0.2	5.4	8.8
Cc1ccc(-c2noc(COc3ccc4ccccc4c3)n2)cc1	0.0	-1.3	5.1	14.5
Cc1ccc(/C=C/C(=O)OCC(=O)Nc2ccc(C#N)cc2)o1	-0.1	-0.6	4.6	0.2
O=C(Nc1cc(Cl)ccc1Cl)c1cc2ccccc2oc1=O	0.4	-1.9	-12.7	6.9
Cn1c(CN2CCC(C(N)=O)CC2)c(C#N)c2ccccc21	-0.3	0.4	-11.0	-0.6
COc1ccc(-c2nnc(SCC(=O)Nc3cccc(C(F)(F)F)c3)n2-c2ccccc2)cc1OC	0.0	-0.2	-6.0	-3.5
O=C(Nc1ccc(Br)cc1)c1c(O)c2cccc3c2n(c1=O)CCC3	0.0	0.8	-4.1	-6.8
Cc1ccc(NC(=O)CSc2nc3c(cc2C#N)C(=O)CC(C)(C)C3)cc1	-0.1	-0.5	-4.1	3.6
O=C1COc2cc(-c3c(Nc4ccc(F)c(Cl)c4)c(=O)c3=O)ccc2N1	0.0	0.6	-0.6	2.1
CS(=O)(=O)N1CCCCCC1	0.0	-0.3	0.8	5.9
CCn1cc(C(=O)NCc2cccs2)c(=O)c2cc(S(=O)(=O)N3CCCC3)ccc21	0.3	1.6	0.1	25.1
CC(=O)N(CN1C(=O)c2ccc(Br)cc2C1=O)c1cccc(C(=O)O)c1	-0.1	-0.1	-1.2	-7.2
Cc1cccc(-c2noc(CNC(=O)c3ccccc3C)n2)c1	0.0	0.8	-5.9	-0.2
Next part.
SMILES	FBW7 activator	GPR151 ag	TEAD-YAP block	MITF inh
CCCNc1nc(Nc2ccc(C(F)(F)F)cc2)nc2c1ncn2C1CCCCC1	-0.1	0.3	-2.5	5.2
Cc1cccc(OCC(=O)N/N=C/c2ccncc2)c1	0.4	0.6	-3.6	-5.7
COCON1C(=O)CN(C(C)=O)C1c1ccc(Cl)cc1Cl (stereo not drawn)	0.2	-0.2	2.9	10.1
CC1(C)CC(=O)C2=C(C1)N(c1cccc(C(F)(F)F)c1)C(N)=C(C#N)C2c1ccc(Cl)cc1 (stereo not drawn)	-0.1	0.4	10.3	11.9
CSc1ncnc2sc3c(c12)CCCC3	-0.1	2.6	8.6	-12.1
CCc1nn2c(NCCCO)cc(C)nc2c1-c1ccc(F)cc1	0.7	0.1	5.0	12.6
CCCN(CCC)C(=O)c1c(NC(=O)c2cccnc2)sc2c1CCCCC2	-0.1	0.4	-4.9	-3.6
COc1cccc(/C=N\NC(=O)CSc2nc(C)cc(C)n2)c1OC	0.0	2.9	-3.3	6.6
NC(=O)c1cncc(-c2ccc(N3CCOCC3)nc2)c1	0.0	-0.5	9.9	8.7
CC1=C(C(=O)OCc2ccco2)C(c2cccc([N+](=O)[O-])c2)NC(=O)N1 (stereo not drawn)	-0.1	0.3	5.3	4.5
COc1ccc(N2CCN(C(=O)CCN3C(=O)c4ccccc4C3=O)CC2)cc1	0.6	-0.4	-4.4	6.5
C#CCOc1c(Br)cc(/C=C2\NC(=O)N(Cc3ccc(Cl)cc3)C2=O)cc1OC	-0.2	-1.4	3.7	19.8
N#CC1=C(N)Oc2[nH]c(=O)[nH]c(=O)c2C1c1ccc(Cl)c(Cl)c1 (stereo not drawn)	-0.4	-0.3	-5.9	-10.8
Cc1cc(N2C(=O)Cc3c2nc(N)c2c(N)nc(N4CCN(CCO)CC4)c(C#N)c32)no1	0.0	0.7	7.5	12.4
COc1ccccc1N1CCN(c2ncnc3sc(C(=O)NCC4CCCO4)c(C)c23)CC1 (stereo not drawn)	0.1	-1.0	5.6	-6.0
CCN(CC)C(=O)Cn1cnc2sc(C(=O)Nc3ccc(C)c(F)c3)c(C)c2c1=O	0.1	0.0	-18.5	-10.5
COc1cccc(NC(=O)Cn2cc3c(n2)CCCCC3)c1	0.6	-0.1	-1.5	-4.1
O=C(CCn1nnc2ccccc21)N/N=C/c1cccc(O)c1	0.0	1.3	-0.8	1.4
COc1ccc(CN2CCN(Cc3ccncc3)CC2)cc1OCc1ccccc1	-0.1	0.7	1.1	63.5*
CCn1c(=O)cc(N2CCN(Cc3ccccc3)CC2)[nH]c1=O	0.1	-0.2	8.3	9.1
O=c1c(-c2ccccc2)c1-c1ccccc1	0.7	1.0	-4.7	1.8
CC(=O)Nc1cccc(-c2cnc3cccc(Nc4ccccn4)c3c2)c1	-0.4	0.3	2.0	7.5
CCOC(=O)C1CCN(C(=O)c2cc3sc(C)cc3n2C)CC1	-0.1	-0.8	-21.7	-16.1
O=C(N/N=C/c1ccc(O)c(O)c1)c1ccccc1[N+](=O)[O-]	-0.1	-1.4	1.6	-6.9
COc1ccc(OC)c(/C=N/NC(=O)C(NS(=O)(=O)c2ccccc2)C(C)C)c1 (stereo not drawn)	-0.1	2.1	9.3	1.5
CCOc1ccc2c(C)c(C)c(=O)oc2c1	0.3	-0.6	-9.4	24.5
Cc1cccc(NC(=O)c2cc3c(CO)cnc(C)c3oc2=Nc2cccc(F)c2)c1	-0.1	0.9	7.2	6.5
C/C(=N\NC(=O)c1cc([N+](=O)[O-])cc([N+](=O)[O-])c1)c1ccc(-n2ccnc2)cc1	-0.1	0.3	-2.6	-8.1
Cc1cccc(CCNS(=O)(=O)c2ccc(S(=O)(=O)N3CCC(C)CC3)cc2)c1	-0.1	-0.5	1.2	1.4
O=C(NCCCN1CCOCC1)/C(=C/c1ccc(-c2cccc(C(F)(F)F)c2)o1)NC(=O)c1ccc(Cl)cc1	0.0	9.4*	-5.5	-4.3

Another view of part of the listing above:
SMILES,FBW7 activator,GPR151 ag,TEAD-YAP block,MITF inh
Cc1cc2c3c(c1)C1(C(=O)N3C(C)(C)CC2C)C(C#N)=C(N)Oc2n[nH]c(C)c21 (stereo not drawn),0.1,0.2,11.6,23.9
Cc1cnc(Nc2ccc(N3CCOCC3)cc2)nc1NCc1ccccc1,-0.1,0.9,37.0*,30.3

(more compounds)
SMILES	FBW7 activator	GPR151 ag	TEAD-YAP block	MITF inh
Cc1ccc(C2CC(c3cccs3)=NN2C(=O)CSc2nnc(CNC(=O)c3cccc(C)c3)n2CCc2ccccc2)cc1 (stereo not drawn)	-0.1	0.3	-8.5	-0.7
COc1cccc(C(=O)NCC(c2ccc3c(c2)OCO3)N2CCN(c3ccccc3)CC2)c1 (stereo not drawn)	-0.1	0.3	2.0	7.5
CCSCCOC(=O)C1=C(C)NC2=C(C(=O)CC(c3ccc(Cl)cc3)C2)C1c1ccccc1Br (stereo not drawn)	0.8	-0.8	10.6	-5.2
COc1ccc(CCNc2nc(Nc3cccc(N(C)C)c3)nc3nc[nH]c23)cc1	0.0	0.0	14.4	16.0
Cc1ccc(S(=O)(=O)NCC(=O)NC2CCCCCC2)cc1	0.2	-0.4	10.0	4.9
CCOc1cc(/C=C2\COc3ccccc3C2=O)ccc1OCCn1c([N+](=O)[O-])cnc1C	-0.1	3.6	7.6	11.8
CCn1ccnc1CNc1nncc(-c2cccc(OC)c2)n1	-0.1	-0.7	7.4	1.6
CC1(C)Oc2ccc(C(=O)N3CCOCC3)cc2N(Cc2ccc(Cl)cc2)C1=O	0.0	-0.6	-11.3	3.8
NS(=O)(=O)c1ccc(N=NSCCO)cc1	0.9	-0.9	-8.2	9.2

Bioassay records (PubChem BioAssay)
